Screening data as filed in PubChem.
LGR2 antag = Drosophila LGR2 receptor signaling inhibition | AID 720647 | hit rate 0.35% among 380,000 | HEK293 LGR2, CRE-luciferase, bursicon-stimulated, 4 h | inhibition, % at 9.99 µM;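 active = drop in luminescence signal, shown as inhibition above about 50% in the replicate tests, limit read from the data, passing the limit was not always enough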;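 also: agonist challenge used bursicon conditioned medium at about half maximal strength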
S100A4 inh HTS = inhibitors of human S100A4 binding to myosin IIA peptide | hit rate 0.14% among 360,000 | S100A4/TAMRA-MyoIIA peptide fluorescence polarization | AID 652163 | inhibition, % at 10.7 µM;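 active = mean inhibition of at least 70% across replicates, with every replicate also reaching that level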
Target sequence (P26447 whole entry, looked up): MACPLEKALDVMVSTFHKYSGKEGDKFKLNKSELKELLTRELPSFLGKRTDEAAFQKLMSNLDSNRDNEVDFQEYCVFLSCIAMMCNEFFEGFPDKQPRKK
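Material: human S100A4 monomer with TAMRA-labelled myosin IIA peptide; buffer or medium: HEPES pH 7.2 with CaCl2, KCl, NaCl, DTT, Triton; compound dosing: one concentration per compound; schedule: 5 min incubation before reading; benchmarks: neutral control DMSO, positive control TFP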
FN deposit inh = fibronectin deposition inhibition; AH1F fibroblasts, Alexa488-fibronectin deposition fluorescence, overnight; inhibition, % at 12.6 µM; hit rate 0.086% among 350,000; AID 743247;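 active = mean inhibition across replicates of 30% or more, regardless of how many single replicates reach that level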;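 also: positive control wells lacked labelled fibronectin entirely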
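Test system: AH1F fibroblast monolayer depositing Alexa488-labelled fibronectin into matrix. Input: 10000 cells per well. Technique: fluorescence, ex 485 nm, em 525 nm. Buffer or medium: DMEM plus 2% serum, read in PBS. Timing: 1 h cell adhesion before compound, then overnight fibronectin incubation. Compound: single dose, pinned. Read-out basis: inhibition from reduced deposited-fibronectin fluorescence.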
esBAF inh = inhibitors of esBAF chromatin remodeling in mouse ES cells | Bmi1-luciferase knock-in reporter, 24 h; 100% = twice the neutral-well signal | hit rate 2% among 350,000 | reporter increase, % at 12.5 µM | AID 602393; in the data active = activation above about 40%;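 also: 0% = median of the plate's neutral control wells and 100% = double that signal; a rise in the Bmi1 reporter signal indicates esBAF inhibition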
Casp6 inh = caspase-6 (human) enzyme inhibition | P55212 | purified caspase-6, Z-VEID-R110 cleavage fluorescence | inhibition, % at 12.5 µM | hit rate 0.53% among 350,000 | AID 686996;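 active = mean inhibition across replicates at least about 35%, with every replicate also reaching that limit, limit read from the data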;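 also: 0% = median of neutral control wells and 100% = no fluorescence left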
Target sequence (P55212 24-179 limits assumed): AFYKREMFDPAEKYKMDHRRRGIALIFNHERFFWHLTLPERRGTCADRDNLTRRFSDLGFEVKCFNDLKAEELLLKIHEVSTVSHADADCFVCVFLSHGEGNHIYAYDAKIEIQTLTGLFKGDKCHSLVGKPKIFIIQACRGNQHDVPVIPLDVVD
Target sequence (P55212 194-293 limits assumed): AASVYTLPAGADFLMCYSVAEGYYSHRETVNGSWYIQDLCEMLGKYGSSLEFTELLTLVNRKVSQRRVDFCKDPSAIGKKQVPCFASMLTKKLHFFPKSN
SIRT5 block = inhibitors of human sirtuin-5 desuccinylase; hit rate 1.1% among 330,000; Q9NXA8; AID 652115; inhibition, % at 15 µM; Purified SirT5, succinyl-peptide AMC, trypsin-coupled fluorescence; in the data active = inhibition above about 15%
Target sequence (Q9NXA8 whole entry, looked up): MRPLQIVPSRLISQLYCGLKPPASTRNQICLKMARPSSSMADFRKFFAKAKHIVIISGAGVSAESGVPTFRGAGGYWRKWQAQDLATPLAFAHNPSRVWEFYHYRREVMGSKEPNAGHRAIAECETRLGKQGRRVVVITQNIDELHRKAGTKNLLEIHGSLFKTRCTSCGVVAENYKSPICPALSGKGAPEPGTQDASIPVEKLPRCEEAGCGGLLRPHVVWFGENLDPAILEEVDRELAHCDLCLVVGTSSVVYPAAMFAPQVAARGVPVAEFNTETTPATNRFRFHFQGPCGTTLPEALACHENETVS
Statin myotox sup = suppressors of simvastatin-induced myotoxicity in C2C12 myotubes; rescue of ATP level, % at 7.49 µM; ATP luminescence, 48 h; scaled: DMSO 0, geranylgeraniol control 100; AID 602340; hit rate 0.78% among 330,000;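 active = mean ATP rescue above about 67%, or every replicate alone reaching that limit, limit read from the data, passing the limit was not always enough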;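 also: myotubes were challenged with 10 µM simvastatin during compound exposure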
* hit, by the source's call; / = not tested or not shown; & = joins results of further samples. This is a subset (hit frequency here may not be typical).

cpd	SMILES	esBAF inh	FN deposit inh	Casp6 inh	Statin myotox sup	SIRT5 block	LGR2 antag	S100A4 inh HTS
1	Nc1c(C(=O)Nc2ccc3c(c2)OCCO3)nnn1Cc1ccc(Cl)cc1	114.3*	-3.0	-4.0	19.8	-1.3	14.9	13.2
2	CC(C)(C(=O)N1CCC1(C)C(=O)NS(=O)(=O)c1cccc(Cl)c1)c1ccccc1 (configuration not stated)	-3.7	1.3	-2.8	-7.1	-3.3	17.6	-0.4
3	Cc1ccccc1OCC(=O)Nc1ccc2c(c1)COC2=O	3.4	-6.9	/	-5.8	/	/	/
4	CCOc1ccc(NC(=S)N2CCN(S(=O)(=O)c3ccccc3)CC2)cc1	/	7.1	0.9	/	-1.3	7.3	-1.2
5	COc1cccc(-c2nc3nc(C)cc(C)n3c2Nc2ccc3c(c2)OCCO3)c1	/	-4.1	1.4	/	/	-34.5	2.2
6	C[C@@H]1CN([C@@H](C)CO)C(=O)c2cccc(NC(=O)CCCCCC(=O)Nc3ccccc3N)c2O[C@@H]1CN(C)S(=O)(=O)c1ccccc1	/	-2.7	-1.5	/	/	-4.7	-6.1
7	O=C(Nc1ccn(Cc2ccccc2)n1)c1ccc2c(c1)OCO2	/	5.4	-0.8	/	0.1	-22.1	8.0
8	O=C(NCCCCNC(=O)c1cccnc1)c1cccnc1	1.8	1.3	/	4.6	/	/	/

Nothing new here: an excerpt of the list.
cpd	SMILES	esBAF inh	FN deposit inh	Casp6 inh	Statin myotox sup	SIRT5 block	LGR2 antag	S100A4 inh HTS
1	Nc1c(C(=O)Nc2ccc3c(c2)OCCO3)nnn1Cc1ccc(Cl)cc1	114.3*	-3.0	-4.0	19.8	-1.3	14.9	13.2
2	CC(C)(C(=O)N1CCC1(C)C(=O)NS(=O)(=O)c1cccc(Cl)c1)c1ccccc1 (configuration not stated)	-3.7	1.3	-2.8	-7.1	-3.3	17.6	-0.4
3	Cc1ccccc1OCC(=O)Nc1ccc2c(c1)COC2=O	3.4	-6.9	/	-5.8	/	/	/
4	CCOc1ccc(NC(=S)N2CCN(S(=O)(=O)c3ccccc3)CC2)cc1	/	7.1	0.9	/	-1.3	7.3	-1.2
5	COc1cccc(-c2nc3nc(C)cc(C)n3c2Nc2ccc3c(c2)OCCO3)c1	/	-4.1	1.4	/	/	-34.5	2.2
6	C[C@@H]1CN([C@@H](C)CO)C(=O)c2cccc(NC(=O)CCCCCC(=O)Nc3ccccc3N)c2O[C@@H]1CN(C)S(=O)(=O)c1ccccc1	/	-2.7	-1.5	/	/	-4.7	-6.1
7	O=C(Nc1ccn(Cc2ccccc2)n1)c1ccc2c(c1)OCO2	/	5.4	-0.8	/	0.1	-22.1	8.0
8	O=C(NCCCCNC(=O)c1cccnc1)c1cccnc1	1.8	1.3	/	4.6	/	/	/

Later entries
cpd	SMILES	esBAF inh	FN deposit inh	Casp6 inh	Statin myotox sup	SIRT5 block	LGR2 antag	S100A4 inh HTS
9	COc1cc(CC(=O)N(C)CC(=O)Nc2ccc(Cl)c(C(F)(F)F)c2)cc(OC)c1OC	-5.2	-13.3	0.8	-3.4	-1.0	-1.7	-2.3
10	CCN(CC)C(=O)CSc1nnc(-c2ccc(O)cc2)n1CC1CCCO1 (configuration not stated)	-7.6	1.4	/	-0.1	/	/	/
11	Cc1cc(C=O)c(C)n1-c1ccc(Oc2ccc([N+](=O)[O-])cn2)cc1	/	-3.5	-3.5	/	-1.8	2.1	5.5
12	C/C(=N/NC(=O)CSc1nc2ccccc2n1C)c1ccco1	1.6	0.2	-0.1	-2.6	2.3	-1.1	-2.8
13	Cc1ccc(C(=O)C2=C(O)C(=O)N(Cc3cccnc3)C2c2ccc(Cl)cc2)o1 (configuration not stated)	-3.5	1.2	/	13.1	3.7	-1.4	-3.2
14	CC(=O)Nc1ccc(S(=O)(=O)NCc2nnnn2-c2ccc(Cl)cc2)cc1	-5.0	-9.7	1.1	0.2	-0.4	-2.1	-9.1
15	CSc1ccc(Cl)c(C(=O)N(C)CC(=O)Nc2ccc(N3CCOCC3)cc2)c1	/	-4.9	2.1	/	2.8	2.5	-1.1
16	Cc1ccc(S(=O)(=O)NC(CC(C)C)C(=O)Nc2ccncc2)cc1 (configuration not stated)	/	2.1	1.7	/	4.1	-6.1	-7.7
17	O=C(Cc1ccccc1)N[C@H]1C=C[C@@H](CC(=O)N2CCCCC2)O[C@@H]1CO	1.1	0.2	0.3	3.9	2.5	20.7	2.5
18	Cc1ccc(-c2ccc(C(=O)NCc3ccc(Cl)cc3)o2)c2ccccc12	-1.8	6.1	-1.0	8.3	/	-1.4	-3.6
19	COc1cccc(-c2cnc3c(NC(C)=O)cc(-c4cccc(C(=O)NCCO)c4)cn23)c1	14.0	/	-4.3	-44.5	/	-14.6	0.8
20	C[C@H]1CN([C@@H](C)CO)C(=O)CCCn2cc(nn2)CO[C@@H]1CN(C)Cc1ccc2c(c1)OCCO2	-6.7	-13.6	1.4	-3.2	-1.4	1.7	-0.8
21	O=C(c1ccco1)c1nnn(Cc2ccccc2)c1-c1ccccc1	-4.1	/	3.5	-20.5	0.1	-6.2	-0.3
22	C=CCn1cnc2c(nnn2-c2ccc(Cl)cc2)c1=O	13.1	-3.2	-2.0	1.3	-4.9	-12.4	-1.6
23	CC(=O)N1c2ccc(S(=O)(=O)N(C)Cc3ccccc3)cc2CC1C (configuration not stated)	-1.9	2.8	0.3	-1.2	-1.6	-7.6	2.4
24	COc1cc(OC)cc(-c2cc(N)n(S(=O)(=O)Cc3ccccc3)n2)c1	2.5	4.2	-0.4	13.8	/	0.0	1.9
25	O=C(CN(C(=O)CNC(=O)c1ccco1)c1ccc(F)cc1)NC1CCCCC1	-3.7	-1.8	-1.5	-61.7	-2.4	9.3	3.4
26	Fc1ccc(CN2CCC(Cc3ccccc3)CC2)cc1F	-1.4	-2.5	0.0	-4.7	-3.6	-13.3	9.5
27	C[C@H]1CN([C@@H](C)CO)S(=O)(=O)c2ccc(-c3cccc(F)c3)cc2O[C@H]1CN(C)C(=O)c1cccc(F)c1	2.1	-4.6	-0.8	-25.9	4.8	11.4	-6.1
28	COc1ccc(CCNC(=O)C(=O)Nc2ccc3nc4n(c(=O)c3c2)CCCCC4)cc1OC	/	-2.6	9.0	/	2.8	-6.8	-2.5
29	C[C@@H]1CN([C@@H](C)CO)C(=O)c2c(c3ccccc3n2C)-c2ccccc2CO[C@@H]1CN(C)S(=O)(=O)c1cn(C)cn1	-4.2	6.3	0.8	-0.5	-1.1	5.0	3.2
30	Cc1ccc(NC(=O)CSc2nc(N)cc(=O)[nH]2)cc1Cl	/	/	0.3	/	-1.8	4.1	-30.4
31	Cc1c(C=Nc2ccc(S(=O)(=O)N(C)C)cc2)c(O)[nH]c(=O)c1C#N	/	0.7	8.8	/	0.1	/	1.5
32	CCOC(=O)C1(CCc2ccccc2)CCN(C(=O)CN2CCOC2=O)CC1	0.5	0.0	-0.5	4.2	-1.0	-39.8	-2.7
33	COC(=O)c1ccc(CSc2nc3ccccc3c(=O)n2-c2cccc(OC)c2)o1	-3.4	/	6.7	5.2	-3.4	-1.5	-3.8
34	C[C@H](NC(=O)C[C@H]1CC[C@H]2[C@@H](COC[C@H](O)CN2C(=O)Nc2cc(Cl)cc(Cl)c2)O1)c1ccccc1	-8.5	-18.8	-0.5	-32.0	0.4	1.1	10.4
35	O=C(c1ccc2c(c1)N(Cc1ccc(F)cc1)C(=O)c1ccccc1S2(=O)=O)N1CCN(c2ccccn2)CC1	/	-6.8	2.7	/	8.2	/	-1.8
36	O=c1cc(-c2ccsc2)oc2ccccc12	33.4	-1.9	2.3	-3.0	-4.4	-26.7	-0.2
37	Cc1csc(NC(=O)Cc2c(F)cccc2Cl)n1	62.3*	-0.8	-1.0	-0.5	-1.8	-30.3	-7.4
38	COc1ccc(OC)c2c1sc(=NC(=O)C1COc3ccccc3O1)n2C (configuration not stated)	/	0.4	6.3	/	0.1	-36.2	-9.8
39	CO[C@H]1CN(C)C(=O)c2cc(NC(=O)CC(F)(F)F)ccc2OC[C@@H](C)N(S(=O)(=O)c2cn(C)cn2)C[C@@H]1C	/	-3.2	7.2	/	0.5	3.4	61.3
40	Cc1csc(SCC(=O)Nc2sccc2C(N)=O)n1	/	2.3	-2.1	/	0.0	-92.2	4.9
41	O=C(c1ccccn1)N1CC[C@@H]2[C@H](CO)Nc3ccc(-c4ccccc4F)cc3[C@@H]21	16.0	1.9	-0.5	-21.5	-3.3	-36.5	11.0
42	CC(C)C[C@H]1CN([C@@H](Cc2ccccc2)CN2CCC[C@@H]2CN2C(=O)C(=O)NC[C@@H]2Cc2ccc(O)cc2)C(=O)C(=O)N1CCc1ccccc1	0.4	0.6	1.7	-18.8	1.1	-2.3	-2.2
43	CC(C)(C)OC(=O)N[C@@H](Cc1ccccc1)C(=O)NCC1CCC(C(=O)N[C@@H](CCC(N)=O)C(=O)O)CC1 (some centres not stated)	-1.7	-0.9	2.1	-3.6	-1.1	7.7	-3.7
44	COc1ccccc1/C=C\C(=O)NCC(=O)N/N=C(/C)c1cccc([N+](=O)[O-])c1	7.5	-1.9	1.6	-0.3	-8.1	4.4	-0.2
45	COC(=O)[C@@H]1Cc2c([nH]c3ccccc23)C(C)(C)N1C(=O)CCl	3.5	4.4	9.9&5.2	-34.5	-2.2&5.4	19.1&22.4	-1.2&-5.2
46	O=[N+]([O-])c1cnc(Nc2ccccc2)nc1Nc1ccccc1	-9.4	3.2	0.9	1.5	-1.8	-7.2	-4.9
47	O=[N+]([O-])c1ccc2nc(-c3cccnc3)[nH]c2c1	20.1	1.8	-0.3	-2.4	1.1	-30.3	-2.3
48	C=C(C)COc1ccc(-c2[nH]ncc2Oc2ccccc2OC)c(O)c1	6.8	/	2.8	-4.4	-4.0	-11.6	-6.1
49	COc1ccc(S(=O)(=O)N2CCOCC2)cc1C(=O)N(C)Cc1ccccc1F	-0.4	-4.3	-1.7	-2.6	-0.7	/	-8.7
50	Cc1ccc(S(=O)(=O)N(CC(=O)Nc2cccc(N(C)S(C)(=O)=O)c2)c2ccc(Cl)c(Cl)c2)cc1	-4.4	5.3	/	30.6	/	/	/
51	C[C@@H](NC(=O)[C@H]1[C@H](CO)[C@H]2Cn3c(cccc3=O)[C@@H]1N2C(=O)C1CCC1)c1ccccc1	2.4	8.4	-4.7	3.3	-0.8	7.0	0.6
52	CC(=O)NC1CC2CCC(C1)N2Cc1ccc(C)cc1 (configuration not stated)	-10.0	-2.5	/	2.6	/	/	/
53	CC(=O)Nc1nc(C)c(CCC2OCCO2)c(=O)[nH]1	/	-2.1	0.4	/	-0.7	-7.7	-2.1
54	CC(C)(C)S(=O)N1Cc2cc(C(=O)NCC(F)(F)F)nc(-c3cccc(-c4cccc(F)c4)c3)c2[C@@H]1CCO (some centres not stated)	9.7	-5.3	1.5	0.2	-1.9	14.9	-14.2
55	CC(C)CNC(=O)N1c2ccccc2Sc2ccccc21	/	5.9	1.0	/	-3.3	32.7	-0.2
56	CN(C)C(=O)C[C@@H]1CC[C@H]2[C@@H](COC[C@@H](O)CN2C(=O)c2ccncc2)O1	-3.8	0.2	/	16.7	/	5.9	/
57	Cc1ccc(-c2nc3c4ccccc4ccn3c2Cc2ccccc2C(F)(F)F)cc1	/	2.8	-1.3	/	-2.5	3.3	-13.8
58	CCCNC(=O)[C@H]1[C@H](CO)[C@H]2Cn3c(ccc(-c4ccccc4OC)c3=O)[C@H]2N1CC	0.8	/	2.7	2.0	1.2	-2.1	4.7
59	Cn1c(=O)c(N=O)c(N)n(Cc2ccccc2)c1=S	-3.2	0.2	-1.8	2.4	/	6.8	1.0
60	CC(C)(C)C(=O)N1c2ccccc2CCc2ccccc21	0.1	-8.7	1.6	-7.4	-3.4	11.5	-13.8
